KDM5B inhibitor – Primary screen for KDM5B Histone Demethylases FDH-coupled qHTS | actives 2.6% (n = 220,000) | KDM5B demethylase, FDH-coupled NADH fluorescence (FDH is formaldehyde dehydrogenase) | Potency, µM (titrated, usually from 57.7 µM), without a hit: top-dose activity change, negative = inhibition, hits mostly inhibitors | Lysine-specific demethylase 5B (Homo sapiens), Q9UGL1; active = well fitted inhibition curve with a large enough effect; inconclusive = small, poorly fitted or top-dose-only effect; inactive = no such curve, though single readings can be large or run the other way; also: 0% is about no effect; nearly all actives have a fitted effect of over 70% in size
Target sequence (Q9UGL1 whole entry, looked up): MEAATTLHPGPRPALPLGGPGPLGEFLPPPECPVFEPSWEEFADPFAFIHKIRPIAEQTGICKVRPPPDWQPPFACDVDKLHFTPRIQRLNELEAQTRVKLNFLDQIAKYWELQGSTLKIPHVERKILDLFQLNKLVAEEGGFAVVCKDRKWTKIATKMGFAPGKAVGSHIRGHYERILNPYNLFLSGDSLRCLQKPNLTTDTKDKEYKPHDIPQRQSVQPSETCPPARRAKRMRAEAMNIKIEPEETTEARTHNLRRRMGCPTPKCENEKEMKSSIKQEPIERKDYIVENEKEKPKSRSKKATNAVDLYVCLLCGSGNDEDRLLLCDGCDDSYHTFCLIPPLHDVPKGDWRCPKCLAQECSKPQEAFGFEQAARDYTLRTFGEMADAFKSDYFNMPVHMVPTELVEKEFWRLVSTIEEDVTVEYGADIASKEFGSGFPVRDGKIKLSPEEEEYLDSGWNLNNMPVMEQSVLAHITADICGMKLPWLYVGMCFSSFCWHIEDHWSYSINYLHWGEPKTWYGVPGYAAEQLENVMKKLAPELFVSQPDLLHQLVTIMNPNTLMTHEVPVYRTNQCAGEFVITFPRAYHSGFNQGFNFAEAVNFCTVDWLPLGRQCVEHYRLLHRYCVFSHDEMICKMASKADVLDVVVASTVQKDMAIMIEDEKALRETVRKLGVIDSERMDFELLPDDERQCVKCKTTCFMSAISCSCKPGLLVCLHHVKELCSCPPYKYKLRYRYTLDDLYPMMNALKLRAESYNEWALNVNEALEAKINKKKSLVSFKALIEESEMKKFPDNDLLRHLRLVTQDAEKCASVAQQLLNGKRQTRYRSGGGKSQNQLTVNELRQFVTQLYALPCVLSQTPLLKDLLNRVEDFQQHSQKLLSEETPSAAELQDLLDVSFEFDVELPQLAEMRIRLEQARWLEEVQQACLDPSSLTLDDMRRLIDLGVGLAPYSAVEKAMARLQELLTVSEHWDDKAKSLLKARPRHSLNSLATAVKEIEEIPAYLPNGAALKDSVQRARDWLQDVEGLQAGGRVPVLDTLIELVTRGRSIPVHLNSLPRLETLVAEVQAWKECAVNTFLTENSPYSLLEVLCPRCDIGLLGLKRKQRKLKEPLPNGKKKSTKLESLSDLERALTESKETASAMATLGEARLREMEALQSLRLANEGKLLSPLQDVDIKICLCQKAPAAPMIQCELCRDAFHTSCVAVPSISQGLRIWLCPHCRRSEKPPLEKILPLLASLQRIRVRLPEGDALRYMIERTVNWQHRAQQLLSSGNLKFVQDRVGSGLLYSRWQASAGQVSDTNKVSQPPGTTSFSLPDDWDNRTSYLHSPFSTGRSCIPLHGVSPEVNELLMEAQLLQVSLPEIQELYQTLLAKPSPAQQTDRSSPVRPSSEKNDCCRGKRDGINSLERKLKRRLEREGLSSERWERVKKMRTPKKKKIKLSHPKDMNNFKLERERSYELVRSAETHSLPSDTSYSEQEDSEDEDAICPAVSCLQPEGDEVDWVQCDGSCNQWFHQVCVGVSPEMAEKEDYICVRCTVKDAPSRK
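Measured: NADH fluorescence change, 30 min, RT. System: KDM5BΔAP 200 nM final, H3K4me3 peptide, α-KG, Fe(II), ascorbate, NAD⁺ plus FDH, pH 7.5 HEPES. Compounds: titrated, 10 min pre-incubation with enzyme.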
* = called active by the depositor; [ ] = dose if it differs, or a comment. Potency is read from the fitted curve at half-maximal effect. Only part of the results is shown; the hit share may differ from the screen's.

What do the screens show for `Cc1cccc(NC(=O)CC2Nc3cccc4cccc(c34)NC2=O)c1` (stereo not drawn)?
KDM5B inhibitor: inconclusive

Results for O=C(N[C@H]1CCOC[C@H]1C1CCOCC1)c1cncs1 ?
KDM5B inhibitor: -13%

How did N#Cc1ccc(CN2CCn3c(nn(-c4cccc(Cl)c4)c3=O)C2)cc1 do in these assays?
KDM5B inhibitor: inconclusive

What do the screens show for `Cc1ccc(C2=NC(c3ccccc3)=Nc3ccc(Cl)cc3N2)cc1`?
KDM5B inhibitor: -23%

What do the screens show for `COc1ccccc1C(=O)N1CCCCCC1CN1CCc2ccccc2C1` (stereo not drawn)?
KDM5B inhibitor: -22%

How did CCC1NC(=O)c2ccccc2N1c1cccc(Cl)c1 (stereo not drawn) do in these assays?
KDM5B inhibitor: inconclusive

How did O=C1CC(c2ccccc2OCc2ccc(F)cc2)c2cn[nH]c2N1 (stereo not drawn) do in these assays?
KDM5B inhibitor: 20%

How did CCC1(O)CCC12CCN(C(=O)c1ccncc1)CC2 (stereo not drawn) do in these assays?
KDM5B inhibitor: 19%

What do the screens show for `Cc1ccc(CNC(=O)c2ccc3nc(N4CCCCC4)sc3c2)cc1`?
KDM5B inhibitor: -4%

How did Cc1ccc2c(=O)c(C(=O)c3ccc(Cl)cc3)cn(CC(=O)Nc3ccc4c(c3)OCCO4)c2n1 do in these assays?
KDM5B inhibitor: -7%

How did OC(COc1ccccc1CNCCc1ccccc1)CN1CCSCC1 (stereo not drawn) do in these assays?
KDM5B inhibitor: -1%

How did O=C(Cn1cc(SCc2ccc(F)cc2)c2ccccc21)N1CCCC1 do in these assays?
KDM5B inhibitor: -14%

Results for CC(=O)NC1(C)CCN(Cc2ccc(-c3ccccc3Oc3ccccc3)cc2)C1 (stereo not drawn) ?
KDM5B inhibitor: inconclusive

What do the screens show for `COc1ccc(N2CCN(C(c3ccc4ncccc4c3)c3nnnn3C(C)C)CC2)cc1` (stereo not drawn)?
KDM5B inhibitor: 13%

Results for C/C(=N/NC(=O)C1CCC(C(C)(C)C)CC1)C1CC2CCC1C2 (stereo not drawn) ?
KDM5B inhibitor: 34%[activator]

What do the screens show for `CCn1nc(C)c(-c2cc(C(=O)N3CCc4nc5cc(-c6ccccc6)[nH]n5c(=O)c4C3)no2)c1C`?
KDM5B inhibitor: -17%

How did O=C(CCSCc1ccccc1Cl)NCc1ccc(F)cc1Cl do in these assays?
KDM5B inhibitor: -9%

What do the screens show for `Cc1c(-c2ccccc2)c(=O)oc2cc(OS(=O)(=O)c3ccc(Br)cc3)ccc12`?
KDM5B inhibitor: 19%

Results for CC[C@H]1CN(C(=O)c2ccc(F)cc2)CC[C@H]1CC(=O)NCc1ccccc1 ?
KDM5B inhibitor: -1%[86.2 µM]

Results for O=C(c1ccoc1)N1C[C@H]2OC(=O)N(CCCN3CCOCC3)[C@H]2C1 ?
KDM5B inhibitor: -7%

How did Cc1ccn2cc(C(=O)N3CCC(n4nccc4NC(=O)CC(C)C)CC3)nc2c1 do in these assays?
KDM5B inhibitor: inconclusive

How did COC(=O)c1sccc1NC(=O)CCC(=O)O do in these assays?
KDM5B inhibitor: -17%

What do the screens show for `CCOC(=O)c1c(NC(=O)c2nc3nc(C)cc(C(F)F)n3n2)sc2c1CCC(CC)C2` (stereo not drawn)?
KDM5B inhibitor: 17%

Results for Cc1ccc2nc(CSc3nnc4c(Cl)cc(C(F)(F)F)cn34)cn2c1 ?
KDM5B inhibitor: inconclusive

What do the screens show for `Nc1nc(C2CC(O)C2)cc(N2CCc3sccc3C2)n1` (stereo not drawn)?
KDM5B inhibitor: inconclusive

What do the screens show for `Cc1ccc(-n2ncc3c(N4CCCCCC4)ncnc32)cc1Cl`?
KDM5B inhibitor: -7%

How did CC(C)(CNc1ccc([N+](=O)[O-])cc1Cl)N1CCOCC1 do in these assays?
KDM5B inhibitor: -6%

What do the screens show for `CCc1cccc(C)c1Nc1c(-c2ccccc2O)nc2cnccn12`?
KDM5B inhibitor: inconclusive

Results for CCc1ccc(C(=O)NCC(O)c2ccccc2)cc1 (stereo not drawn) ?
KDM5B inhibitor: 12%

What do the screens show for `Cc1ccc(NC(=O)C(=O)NCC(c2cccnc2)N2CCN(C)CC2)cc1` (stereo not drawn)?
KDM5B inhibitor: 6%

What do the screens show for `CCSc1nn(CC(=O)Nc2cccc(Cl)c2)c(N)c1S(=O)(=O)c1ccc(OC)cc1`?
KDM5B inhibitor: inconclusive

What do the screens show for `CCOC(=O)c1ccc(NC(=O)c2csc3c2CCCCC3)cc1`?
KDM5B inhibitor: -42%

What do the screens show for `CCC(NC(=O)Cn1nc(C)n(CCc2ccccc2)c1=O)c1ncnn1C` (stereo not drawn)?
KDM5B inhibitor: 9%

Results for COCCN1CCCCCC(O)c2cc(C(=O)N3CCOCC3)ccc21 (stereo not drawn) ?
KDM5B inhibitor: inconclusive

Results for CNc1nc2c(c(=O)[nH]c(=O)n2C)n1CCOc1ccccc1 ?
KDM5B inhibitor: -8%

What do the screens show for `O[C@@H]1C[C@@H](c2nc(-c3ccc(C(F)(F)F)cc3)no2)N(Cc2cccc(OC(F)(F)F)c2)C1`?
KDM5B inhibitor: -3%

What do the screens show for `COc1ccccc1CN1CCc2ccccc2C1`?
KDM5B inhibitor: inconclusive

What do the screens show for `CCOc1ccc(CCNC(=O)NCc2noc3ccc(C)cc23)cc1`?
KDM5B inhibitor: 4%

What do the screens show for `COc1cccc(C2=CC(c3ccccc3F)n3c(nc4ccccc43)N2)c1` (stereo not drawn)?
KDM5B inhibitor: -28%

What do the screens show for `O=C(c1cccnc1)N1CCCC(c2noc(COc3ccccc3)n2)C1` (stereo not drawn)?
KDM5B inhibitor: -17%

How did Cc1ccc(CNc2ccc3nnc(C(C)C)n3n2)o1 do in these assays?
KDM5B inhibitor: inconclusive

What do the screens show for `COc1cc(NC(=O)NC[C@H]2O[C@@H](CO)[C@@H](O)[C@H]2N2CCN(c3ccccc3)CC2)cc(OC)c1`?
KDM5B inhibitor: inconclusive

Results for COc1cc(-c2nnn(CC(=O)Nc3ccc(OC(F)(F)F)cc3)n2)cc(OC)c1OC ?
KDM5B inhibitor: inconclusive

What do the screens show for `COc1ccccc1N1CCN(CC(=O)Nc2nnc(C)s2)CC1`?
KDM5B inhibitor: -21%

What do the screens show for `CCOC(=O)N1CCN(C(=O)CN(c2cccc(F)c2)S(C)(=O)=O)CC1`?
KDM5B inhibitor: -5%

The closing 2 entries of the part before lead into the next.
What do the screens show for `COc1ccccc1N1CCN(CC(=O)Nc2nnc(C)s2)CC1`?
KDM5B inhibitor: -21%

What do the screens show for `CCOC(=O)N1CCN(C(=O)CN(c2cccc(F)c2)S(C)(=O)=O)CC1`?
KDM5B inhibitor: -5%

Results for CNC(=O)[C@@H]1C[C@H](Oc2ccccc2)CN1S(=O)(=O)N(C)C ?
KDM5B inhibitor: 8%

Results for CCOCCCNC(=O)C1CCOCC1 ?
KDM5B inhibitor: 18%

Results for COc1cccc(C(=O)C(Cl)C(=O)c2cccc(OC)c2)c1 ?
KDM5B inhibitor: -31%

What do the screens show for `O=C(NCc1csc(-c2cnccn2)n1)C1NCCc2[nH]cnc21` (stereo not drawn)?
KDM5B inhibitor: 25µM*

What do the screens show for `CC(=O)N1CCC(NC[C@@H]2C=C(C)[C@H](Cc3nc4ccccc4n3C)C[C@H]2C(C)C)CC1`?
KDM5B inhibitor: -20%

Results for Fc1ccc(CN2CCn3c(nnc3-c3ccc(Cl)cc3)C2)cc1 ?
KDM5B inhibitor: 10%[149 µM]

Results for Cc1cc2nc(CO[C@H]3CN(Cc4ccc5c(c4)OCO5)C[C@H]3F)[nH]c2cc1C ?
KDM5B inhibitor: -6%[86.2 µM]

What do the screens show for `CCCCN(C)C(=O)C1CCN(CC(C)c2ccccc2)CC1` (stereo not drawn)?
KDM5B inhibitor: -28%

How did Cc1nn2c(=O)cc(COC(=O)C(c3ccccc3)c3ccccc3)nc2s1 do in these assays?
KDM5B inhibitor: -29%

How did O=C(NCc1ccc2c(c1)CCN2C(=O)c1ccccc1)Nc1cc(F)ccc1F do in these assays?
KDM5B inhibitor: -23%

What do the screens show for `NC[C@H]1O[C@@H](CO)[C@@H](O)[C@H]1N1CCN(c2ncccn2)CC1`?
KDM5B inhibitor: inconclusive

How did O=C(CSc1nc2ccccc2c(=O)n1CCCN1CCOCC1)c1ccc2c(c1)CCCC2 do in these assays?
KDM5B inhibitor: 12%

Results for CN1[C@@H](CCC(=O)NCc2ccco2)CNC(=O)[C@@H]2[C@H]1CCN2Cc1ccc(O)cc1 ?
KDM5B inhibitor: -6%[86.2 µM]

What do the screens show for `COc1ccc(C(=O)Nc2ccc([C@H]3OCC(=O)N(C(C)C)[C@@H]3CO)cc2)cc1`?
KDM5B inhibitor: 8%[86.2 µM]

How did CCOC(=O)c1c(C)[nH]c(C)c1S(=O)(=O)NCC(=O)NCc1ccccc1Cl do in these assays?
KDM5B inhibitor: 6%

How did Cc1ccsc1/C=C(\C#N)c1nc(-c2ccc3ccccc3c2)cs1 do in these assays?
KDM5B inhibitor: 3%

Results for CCCC(C)N(C)CC(=O)N1CCN(c2oc(C)nc2C#N)CC1 (stereo not drawn) ?
KDM5B inhibitor: -10%

What do the screens show for `Cc1ccc(S(=O)(=O)c2cn(CC(=O)Nc3ccc(F)c(Cl)c3)c3nc(C)ccc3c2=O)cc1`?
KDM5B inhibitor: 2%

Results for O=C(c1cnc2cc(-c3ccccc3)nn2c1)c1cc([N+](=O)[O-])ccc1O ?
KDM5B inhibitor: -6%

What do the screens show for `CCCCC(CCC(=O)Nc1ccn(-c2ccccc2)n1)C(=O)O` (stereo not drawn)?
KDM5B inhibitor: 28%

What do the screens show for `COc1ccccc1CNC(=O)c1csc(NC2CC2)n1`?
KDM5B inhibitor: 17%

Results for O=C(c1ccccc1OCC1CCCN(Cc2ccc(F)cc2Cl)C1)N1CCOCC1 (stereo not drawn) ?
KDM5B inhibitor: 14%

What do the screens show for `CC(=O)Nc1ccc(S(=O)(=O)N2CCN=C2SCc2ccc(F)cc2)cc1`?
KDM5B inhibitor: -4%

What do the screens show for `CN1C(=O)c2cccn2CC1CNC(=O)c1ccccc1F` (stereo not drawn)?
KDM5B inhibitor: 29%

What do the screens show for `CCCN(CC(=O)N(C)C)C(=O)c1cc(-c2ccco2)nc2ccccc12`?
KDM5B inhibitor: inactive

What do the screens show for `O=C(CSc1nc(-c2ccco2)nc2ccccc12)NCCc1ccccc1`?
KDM5B inhibitor: inconclusive

How did COc1ccc(O[C@H]2COCCN(C(=O)c3ccc(OC)cc3)C2)cc1 do in these assays?
KDM5B inhibitor: 14%[86.2 µM]

How did Cc1ccc2c(C)c(CCC(=O)Nc3cc(F)cc(F)c3)c(=O)oc2c1 do in these assays?
KDM5B inhibitor: -3%

How did CCOC(C)C(=O)NCCc1cccs1 (stereo not drawn) do in these assays?
KDM5B inhibitor: 0%

Results for CN(C)Cc1nnc(C2CCN(C(=O)CCCn3cncn3)CC2)n1C ?
KDM5B inhibitor: -2%

Six entries picked at random from the list so far:
What do the screens show for `CCCN(CC(=O)N(C)C)C(=O)c1cc(-c2ccco2)nc2ccccc12`?
KDM5B inhibitor: inactive

What do the screens show for `CN1C(=O)c2cccn2CC1CNC(=O)c1ccccc1F` (stereo not drawn)?
KDM5B inhibitor: 29%

How did Cc1ccsc1/C=C(\C#N)c1nc(-c2ccc3ccccc3c2)cs1 do in these assays?
KDM5B inhibitor: 3%

How did COc1ccc(O[C@H]2COCCN(C(=O)c3ccc(OC)cc3)C2)cc1 do in these assays?
KDM5B inhibitor: 14%[86.2 µM]

Results for O=C(c1ccccc1OCC1CCCN(Cc2ccc(F)cc2Cl)C1)N1CCOCC1 (stereo not drawn) ?
KDM5B inhibitor: 14%

What do the screens show for `CC(=O)Nc1ccc(S(=O)(=O)N2CCN=C2SCc2ccc(F)cc2)cc1`?
KDM5B inhibitor: -4%

Carrying on:
Results for CCCNC(=O)C(=O)NCC(c1ccc2c(c1)OCO2)N1CCOCC1 (stereo not drawn) ?
KDM5B inhibitor: -1%

How did COCCOCC(=O)N1CCC2(CC1)NCCc1c2[nH]c2ccc(OC)cc12 do in these assays?
KDM5B inhibitor: inconclusive

Results for CC1=C(C(=O)Nc2ccc(C)cc2C)C(c2ccccc2)n2nc(SCC(=O)c3ccc(C)cc3)nc2N1 (stereo not drawn) ?
KDM5B inhibitor: 9%

Results for Cc1ccsc1/C=C1\Oc2cc(OC(=O)c3cccs3)ccc2C1=O ?
KDM5B inhibitor: 12%

What do the screens show for `COc1cccc(CNC(=O)[C@H]2CCC[C@H]2NC(=O)c2cnc(C)cn2)c1`?
KDM5B inhibitor: -8%

What do the screens show for `COc1ccc(-c2nnc(C[C@@H]3C[C@@H](C(C)C)[C@H](CNC(=O)c4ccc(F)cc4)C=C3C)o2)cc1`?
KDM5B inhibitor: -3%

How did COc1ccc(C(=O)Nc2oc3ccccc3c(=O)c2-c2ccc(F)cc2)cc1 do in these assays?
KDM5B inhibitor: 9%

Results for CC(=O)NCC(=O)N1Cc2ccccc2CC2(CCCN(CC3CCOCC3)C2)C1 (stereo not drawn) ?
KDM5B inhibitor: -5%[115 µM]

What do the screens show for `Cc1oncc1C(=O)Nc1cccc2ccccc12`?
KDM5B inhibitor: -4%

Results for Cc1cccc(NC(=O)c2ccc(NCCO)c([N+](=O)[O-])c2)n1 ?
KDM5B inhibitor: 38%[activator]

How did COC(=O)c1cccc(NC(=O)C(NC(=O)c2ccccc2C)C(C)C)c1 (stereo not drawn) do in these assays?
KDM5B inhibitor: 11%

Results for CNC(=O)CN(C)c1nc(C(F)(F)F)nc2ccccc12 ?
KDM5B inhibitor: 6%

Results for CN1CCCC1c1nc(C2CN(C(=O)CCCc3c[nH]c4ccccc34)C2)no1 (stereo not drawn) ?
KDM5B inhibitor: -24%

How did CCOCCOC1CCN(C(=O)c2ccc(OC)cc2)CC1 do in these assays?
KDM5B inhibitor: -11%

What do the screens show for `O=C(c1cc2cc([N+](=O)[O-])ccc2oc1=O)N(Cc1ccccc1)c1ccccc1`?
KDM5B inhibitor: 11%

High-throughput results from PubChem.
